Screens as filed in PubChem.
Bcl-2 Bim block: inhibitors of Bim-Bcl-2 binding, primary screen, biochemical, multiplexed, human Bcl-2 family | Apoptosis regulator Bcl-2 (Homo sapiens), P10415 | Bead-based flow cytometry, Bim peptide-Bcl-2 binding | inhibition, % at 10 µM | actives 0.06% (n = 190,000); in the data active = inhibition above about 40%;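 note: 0% = no compound wells with probe peptide and 100% = reference peptide inhibitor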
Target sequence (P10415 whole entry, looked up): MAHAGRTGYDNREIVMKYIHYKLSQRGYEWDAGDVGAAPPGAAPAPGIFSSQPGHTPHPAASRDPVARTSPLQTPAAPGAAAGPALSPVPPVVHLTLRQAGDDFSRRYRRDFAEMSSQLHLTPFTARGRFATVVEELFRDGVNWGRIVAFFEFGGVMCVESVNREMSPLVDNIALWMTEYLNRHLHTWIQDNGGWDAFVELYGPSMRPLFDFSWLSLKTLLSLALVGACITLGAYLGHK
ABCG2 inh: ABCG2 efflux pump inhibitors, primary screen, multiplex with ABCB1, IgMXP3 cells, flow cytometry; Broad substrate specificity ATP-binding cassette transporter ABCG2 (Homo sapiens), Q9UNQ0; JC-1 efflux; inhibition, % at 6.6 µM; actives 0.1% (n = 190,000); AID 1325, 2008;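 active = inhibition above 80%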;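 note: 0% = DMSO and 100% = nicardipine control wells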
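Times: 10 min at 25 °C | Test system: Two drug-resistant human cell lines, ABCG2 and ABCB1 | Quantity: 3 million cells/mL final, two lines in 1:1 ratio | Signal: Flow cytometry, 530 nm JC-1 signal | Dosing: Compound at 6.6 µM | Controls: Nicardipine and DMSO wells | Reagent: JC-1 as fluorescent efflux pump substrate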
Bim-Bcl-B: inhibitors of Bim-Bcl-B binding, primary screen, biochemical, multiplexed, human Bcl-2 family. bead-based flow cytometry, Bim peptide-Bcl-B binding. inhibition, % at 10 µM. actives 0.073% (n = 190,000). Bcl-2-like protein 10 (Homo sapiens), Q9HD36. AID 951, 2007;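 note: 0% = tracer peptide without compound and 100% = reference inhibitor peptide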
Target sequence (Q9HD36 whole entry, looked up): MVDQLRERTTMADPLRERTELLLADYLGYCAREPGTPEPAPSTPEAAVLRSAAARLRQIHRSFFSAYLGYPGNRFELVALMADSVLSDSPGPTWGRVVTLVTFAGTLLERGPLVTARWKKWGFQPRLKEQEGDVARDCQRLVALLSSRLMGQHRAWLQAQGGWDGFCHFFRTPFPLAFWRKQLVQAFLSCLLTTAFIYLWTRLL
RGS7-Gao: RGS7-Galphao binding modulators, primary screen, biochemical, multiplexed bead flow cytometry | Guanine nucleotide-binding protein G(o) subunit alpha (Homo sapiens), P09471 | actives lie on both sides | binding response (% of control), % at 10 µM | actives 0.35% (n = 220,000) | AID 1439, 2008; in the data active = binding response below about 49% or above about 150%;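 note: fluorescent Galphao held in activated GDP-AlF4 state binding bead-coupled RGS7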
ABCB1 block: ABCB1 efflux pump inhibitors, primary screen, cell-based, multiplex, flow cytometry, ABCG2 counter-screen; inhibition, % at 6.6 µM; CCRF-Adr cells, JC-1 efflux; AID 1326, 2008; ATP-dependent translocase ABCB1 (Homo sapiens), P08183; actives 0.067% (n = 190,000); in the data active = inhibition above about 40%;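 note: 0% = vehicle and 100% = reference inhibitor; higher value means more JC-1 retained so stronger ABCB1 efflux block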
Bim-Bcl-W: inhibitors of Bim binding to Bcl-W, primary screen, biochemical, multiplexed, bead-based flow cytometry; Bcl-2-like protein 2 (Homo sapiens), Q92843; Bim peptide-Bcl-W binding; inhibition, % at 10 µM; actives 0.02% (n = 190,000); AID 952, 2007;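 note: 0% = bound tracer without compound and 100% = peptide blocker; higher means less fluorescent Bim peptide bound to Bcl-W beads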
Target sequence (Q92843 whole entry, looked up): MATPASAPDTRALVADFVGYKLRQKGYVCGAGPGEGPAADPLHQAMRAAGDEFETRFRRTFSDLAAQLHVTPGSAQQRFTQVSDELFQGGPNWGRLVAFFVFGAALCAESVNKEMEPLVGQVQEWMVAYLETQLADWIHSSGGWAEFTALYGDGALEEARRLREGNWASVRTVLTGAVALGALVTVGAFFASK
RGS4-Gao reg: modulators of RGS4 binding to Galphao, primary screen, biochemical, multiplexed bead flow cytometry; Guanine nucleotide-binding protein G(o) subunit alpha (Homo sapiens), P09471; actives lie on both sides; binding response (% of control), % at 10 µM; actives 0.33% (n = 220,000); AID 1415, 2008; in the data active = binding response below about 49% or above about 150%; inactive = in between;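 note: fluorescent Galphao activated with aluminum fluoride binding bead-coupled RGS4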
Bim-Bcl-XL: inhibitors of Bim-Bcl-XL binding, primary screen, biochemical, multiplexed, bead flow cytometry, human Bcl-XL; actives 0.04% (n = 190,000); Bcl-2-like protein 1 (Homo sapiens), Q07817; Bim peptide-Bcl-XL binding, fluorescence; AID 1007, 2008; inhibition, % at 10 µM
Target sequence (Q07817 whole entry, looked up): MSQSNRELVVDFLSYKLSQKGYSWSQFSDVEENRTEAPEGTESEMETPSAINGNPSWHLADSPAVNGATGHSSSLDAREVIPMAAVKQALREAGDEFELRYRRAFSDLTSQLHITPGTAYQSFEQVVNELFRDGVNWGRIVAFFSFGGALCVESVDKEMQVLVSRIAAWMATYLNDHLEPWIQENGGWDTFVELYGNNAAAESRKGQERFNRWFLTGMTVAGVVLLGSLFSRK
RGS8-Gao: RGS8-Galphao binding modulators, primary screen, biochemical, multiplexed bead flow cytometry; AID 1423, 2008; Guanine nucleotide-binding protein G(o) subunit alpha (Homo sapiens), P09471; response (percent of control binding), % at 10 µM; actives lie on both sides; actives 0.34% (n = 220,000); in the data active = response below about 60% or above about 140%; inactive = in between;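 note: Galphao activated as the GDP aluminium fluoride complex binding bead-coupled RGS8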
Bfl-1 Bim block: inhibitors of Bim binding to Bfl-1, primary screen, biochemical, multiplexed, bead-based flow cytometry | Bcl-2-related protein A1 (Homo sapiens), Q16548 | Bim-Bfl-1 binding inhibition | inhibition, % at 10 µM | actives 0.12% (n = 190,000) | AID 1008, 2008;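 note: 0% = wells without compound plus tracer and 100% = blocker peptide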
GSH bead fluor: compound fluorescence on glutathione beads, profiling panel, artefact control, biophysical, 488/530 nm, flow cytometry | actives 0.25% (n = 190,000) | fluorescence (KMESF) at 10 µM | AID 1776, 2009 | GSH beads flow cytometry, compound fluorescence 488/530 nm; hits give high values; in the data active = fluorescence above about 89;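 note: glutathione beads carrying GST-tagged Bcl family fusion proteins plus one bare bead set; values are compound well signal with DMSO vehicle wells as background; inactives centre near 16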
* hit, by the source's call; [ ] = remark or other dose. Cut-off read from the data, not from the text of the source, unless noted: active = inhibition above about 40%.

Order of results: Bcl-2 Bim block, ABCG2 inh, Bim-Bcl-B, RGS7-Gao, ABCB1 block, Bim-Bcl-W, RGS4-Gao reg, Bim-Bcl-XL, RGS8-Gao, Bfl-1 Bim block, GSH bead fluor
Cc1cc(C)n2cc(CSc3nc4cc(Cl)ccc4o3)nc2n1
 : -4, 1, -2, 102, 0.3, -1, 100, 1, 100, -1, 13
COC(=O)C1C(=O)c2c([nH]c(C(=O)OC3CCCCCC3)c2C)CC1C (configuration not stated)
 : -7, 6, -4, 108, 0.8, 2, 101, -7, 101, -10, 22
Cc1ccc(OCc2nnc(SCC(=O)Nc3ccc4c(c3)OCCO4)n2Cc2ccco2)cc1
 : -4, 2, -5, 102, 1.3, 2, 100, -2, 96, -2, 20
Cc1c(NC(=O)c2cc3ccccc3o2)c(=O)n(-c2ccccc2)n1C
 : -13, 9, -11, 97, 0.5, -4, 98, -6, 98, -11, 27
CC(C)(C)n1nnnc1C(c1cccnc1)N1CCN(c2ccccn2)CC1 (configuration not stated)
 : -1, 1, 0, 100, 0.6, 2, 99, 1, 99, 3, 14
COc1ccccc1C(=O)C1CCCN(C(=O)Nc2ccccc2F)C1 (configuration not stated)
 : -2, 3, -7, 101, 0.4, -4, 99, -3, 103, -4, 15
COc1ccc(C(=O)NCCSCc2ccco2)cc1OC
 : -9, 2, -8, 106, 0.3, 2, 103, -10, 102, -11, 43
Cc1cc(C(=O)Nc2ccc3c(c2)OCCO3)c(C)o1
 : 0, 5, -2, 89, 0.2, -2, 91, -3, 95, -2, 50
Cc1nc2nc(CSc3ccc(Cl)cc3)cc(=O)n2[nH]1
 : -16, 1, -13, 105, 0.7, 1, 103, 4, 102, -13, 52
Cc1cc(C(=O)OCC(=O)N2CC(=O)Nc3ccccc32)c(C)n1-c1ccccc1
 : 4, 6, 2, 94, 0.8, 0, 100, 0, 94, 11, 17
CNC(=O)c1ccsc1NC(=O)c1ccc2c(c1)CCCC2
 : 0, 18, -3, 98, 1.1, -3, 96, -2, 98, 0, 16
COc1ccccc1NC(=O)CN1CC(=O)Nc2ccccc21
 : 1, 0, -7, 104, 0.0, 0, 99, -6, 105, -5, 22
CCC(N1CCOC1=O)S(=O)(=O)c1ccc(C)cc1 (configuration not stated)
 : -11, 2, -7, 99, 0.7, 1, 106, -5, 104, -7, 12
CCOC(=O)c1ccc(N2C(=O)CC(N3CCN(C/C=C/c4ccccc4)CC3)C2=O)cc1 (configuration not stated)
 : -5, 15, 0, 122, 9.7, -7, 134, -16, 153*[activator], -3, 66
COc1ccc(-n2c(SCC(=O)N3CCCC(C)C3)nnc2-c2cccnc2)cc1 (configuration not stated)
 : -11, 4, -8, 99, 2.1, -2, 102, -1, 100, -12, 41
O=C(COC(=O)CNS(=O)(=O)c1ccc2ccccc2c1)Nc1ccc2c(c1)OCO2
 : -3, 8, 6, 100, 0.4, 10, 101, 1, 103, 7, 11
CCCCNCc1cc(OCC)c(OCC(N)=O)cc1Br
 : -5, 1, -6, 104, -0.4, 3, 104, 4, 102, -9, 44
COc1ccc(NC(=O)/C(C#N)=C\C=C\c2ccco2)cc1
 : -8, 4, 0, 100, 0.3, -3, 100, -5, 105, -5, 13
CC(=O)c1cc(C#N)c(SCc2ccc(F)cc2)nc1C
 : -12, 8, -9, 105, 1.2, 0, 107, -5, 105, -15, 10
COc1cc(OC)cc(C(=O)N[C@H](C(=O)Nc2nc3ccccc3[nH]2)C(C)C)c1
 : 0, 3, 2, 100, 0.6, 2, 98, -2, 90, 5, 17
O=C(COC(=O)c1ccccc1Nc1ccccc1)Nc1ccccc1
 : -5, 2, -4, 99, 0.1, -7, 103, -7, 106, -10, 14
Cn1c(CN2CCCCC2)nc2cc(NC(=O)c3ccc(F)cc3)ccc21
 : 0, 3, 0, 96, 0.4, -2, 97, -4, 95, -6, 54
Nc1c(CO)nnn1-c1ccccc1
 : 3, 1, -2, 101, 0.4, -2, 98, -3, 103, 0, 5
CC(C)=C1C2CCC1C(C(=O)NCc1ccccc1)C2C(=O)O (configuration not stated)
 : -8, 6, -7, 106, 1.1, 0, 102, -10, 106, -7, 40
COc1ccccc1-c1nc(C#N)c(N2CCN(c3cccc(Cl)c3)CC2)o1
 : -2, 2, 0, 93, 0.2, -1, 94, -1, 88, 0, 12
CC(C(=O)NCC1CCCO1)n1cc([N+](=O)[O-])cn1 (configuration not stated)
 : -4, 7, -4, 96, 1.1, 1, 98, -3, 97, -7, 11
CCOC(=O)C1C(c2ccccc2)NC(=S)NC1(C)O (configuration not stated)
 : 0, 1, -1, 110, 0.7, -3, 102, -3, 102, 5, 21
Cc1onc(-c2ccccc2)c1C(=O)N/N=C/c1cc2c(cc1Cl)OCO2
 : -8, 5, -11, 98, 1.9, -5, 98, -9, 99, -4, 11
O=C(COC(=O)Cc1cn2ccsc2n1)NCc1ccc2c(c1)OCO2
 : 0, 0, 2, 103, 0.1, 2, 103, 1, 98, 0, 14
Cc1ccccc1OCC(=O)Nc1ccccc1-c1ccccc1NC(=O)COc1ccccc1C
 : -1, -3, -5, 105, 7.2, 0, 103, -2, 106, 1, 16

Reprinted at random: two compounds from above, in no set order.
Order of results: Bcl-2 Bim block, ABCG2 inh, Bim-Bcl-B, RGS7-Gao, ABCB1 block, Bim-Bcl-W, RGS4-Gao reg, Bim-Bcl-XL, RGS8-Gao, Bfl-1 Bim block, GSH bead fluor
Cc1ccc(OCc2nnc(SCC(=O)Nc3ccc4c(c3)OCCO4)n2Cc2ccco2)cc1
 : -4, 2, -5, 102, 1.3, 2, 100, -2, 96, -2, 20
Cc1onc(-c2ccccc2)c1C(=O)N/N=C/c1cc2c(cc1Cl)OCO2
 : -8, 5, -11, 98, 1.9, -5, 98, -9, 99, -4, 11

Further results follow.
Order of results: Bcl-2 Bim block, ABCG2 inh, Bim-Bcl-B, RGS7-Gao, ABCB1 block, Bim-Bcl-W, RGS4-Gao reg, Bim-Bcl-XL, RGS8-Gao, Bfl-1 Bim block, GSH bead fluor
FC(F)(F)c1cnc(NNC(=S)Nc2cccnc2)c(Cl)c1
 : -3, -17, -2, 104, -7.2, -4, 101, -6, 102, 6, 11
O=c1nc2n(c3sc4c(c13)CCCC4)C(CBr)CS2 (configuration not stated)
 : -8, 16, -11, 105, 1.0, -5, 106, -12, 103, -19, 21
CCn1nnc(-c2ccccc2NS(=O)(=O)c2ccc(S(=O)(=O)N3CCCCCC3)cc2)n1
 : -3, 1, 0, 99, 1.0, -3, 100, 0, 100, -3, 8
O=C(CCCCn1c(=O)[nH]c2ccsc2c1=O)NCCc1ccccc1
 : -4, 0, -4, 101, 0.1, -2, 99, -1, 102, -5, 27
CSc1nc2ccc(S(=O)(=O)N(C)C)cc2s1
 : -8, 2, -6, 99, -0.6, 0, 100, 1, 100, -11, 45
Cc1ccc(C(=O)N/N=C2\CCCc3ccccc32)c(C)c1
 : 0, 0, -5, 100, 0.0, 0, 103, 0, 102, -4, 14
Nc1[nH]n(-c2ccccc2)c(=O)c1N=Nc1ccccc1[N+](=O)[O-]
 : 12, 0, 9, 106, -1.3, 10, 109, 10, 108, 5, 38
CN1CCCC(OC(=O)COc2ccccc2)C1 (configuration not stated)
 : 5, -9, 0, 137, -0.5, -1, 139, 0, 139, -1, 12
CCn1c(C)nc2cc(C(=O)N=Nc3c(O)[nH]c4c(C)cc(C)cc34)ccc21
 : -4, -1, -7, 103, -0.5, -8, 101, -8, 101, -2, 10
O=C(NCCCCCCOC1=NS(=O)(=O)c2ccccc21)C(=O)Nc1ccccc1
 : -6, 12, -8, 98, 1.6, 0, 99, 0, 102, -9, 11
CCN1C(=O)/C(=C/N(C)C)c2ccccc21
 : -6, -1, -9, 92, -1.5, -2, 98, 1, 94, -10, 33
CN(Cc1ccncn1)C(=O)CC1C(=O)NCCN1Cc1cccc(Oc2ccccc2)c1 (configuration not stated)
 : 1, -1, -3, 112, -0.3, -3, 109, -2, 106, -9, 12
CC1CCN(C(=O)CSc2nnc(-c3ccc(S(=O)(=O)N4CCOCC4)cc3)n2C)CC1
 : -1, -2, -2, 103, -0.9, 0, 101, -6, 100, -7, 20
O=C(NCC1CCCO1)c1cc(-c2ccco2)nc2ccccc12 (configuration not stated)
 : 6, 6, 0, 92, -0.6, 3, 98, 3, 106, 2, 12
CN(CC(=O)Nc1ccc2c(c1)CCC2)CC(=O)Nc1ccccc1Br
 : -3, 17, -2, 90, 0.7, 0, 96, -1, 98, -6, 11
Clc1ccccc1-c1nnc2sc(-c3cccs3)nn12
 : -4, 10, -8, 98, 0.8, 2, 102, -3, 101, -2, 10
Cc1ccc(C(=O)Oc2oc(-c3ccco3)nc2C=Nc2ccccc2)cc1
 : -1, 5, -4, 94, 1.2, 0, 94, -3, 91, 4, 22
COc1ccc(NC(=S)NCC(O)c2ccccc2)c(OC)c1 (configuration not stated)
 : 2, 0, 2, 105, -0.1, -4, 111, -4, 103, 7, 9
CCOC(=O)COc1cc(N2C(=O)CSCC2=O)c(Cl)cc1Cl
 : -9, 3, -5, 106, 0.3, -1, 107, -4, 108, -7, 15
COC(=O)c1ccc(/C=N/NC(=O)c2ccccc2Cl)cc1
 : -2, 5, -3, 101, 2.2, -1, 104, -2, 104, 0, 7
Cc1cc[n+](CCC(=O)O)c2ccccc12
 : -5, 1, -2, 105, 0.2, -1, 105, -2, 100, -7, 8
CCCC(O)(CCN(C)C)c1ccc(OC)cc1 (configuration not stated)
 : -7, 4, -3, 96, 0.9, 2, 102, 1, 100, -7, 12
CCNc1ccc(S(=O)(=O)N(C)C)cc1NCC(=O)Nc1ccccc1F
 : 3, 2, 0, 104, 0.1, 1, 102, -1, 107, 4, 8
CCCNC(=O)c1ccc(C2SCC(=O)N2CCc2ccccc2)cc1 (configuration not stated)
 : -4, 1, -24, 101, 3.8, -19, 104, -20, 97, -1, 17
N#Cc1c2c(c(NCCN3CCOCC3)n3c1nc1ccccc13)CCCC2
 : -2, 3, -3, 101, 1.7, -2, 101, -2, 100, -2, 15

One compound at a time, from the list above. Screens in order: Bcl-2 Bim block	ABCG2 inh	Bim-Bcl-B	RGS7-Gao	ABCB1 block	Bim-Bcl-W	RGS4-Gao reg	Bim-Bcl-XL	RGS8-Gao	Bfl-1 Bim block	GSH bead fluor
Record of O=C(NCCCCCCOC1=NS(=O)(=O)c2ccccc21)C(=O)Nc1ccccc1 : -6	12	-8	98	1.6	0	99	0	102	-9	11
Record of CSc1nc2ccc(S(=O)(=O)N(C)C)cc2s1 : -8	2	-6	99	-0.6	0	100	1	100	-11	45
